# Bioassay records (PubChem BioAssay)
# NFkB SMM = binders of NF-kB p50 subunit, primary screen, biochemical, small molecule microarray, anti-His fluorescence | Nuclear factor NF-kappa-B p105 subunit (Homo sapiens), P19838 | anti-His fluorescence binding | calls only | hit rate 1.3% among 17,000 | AID 624139, 2012;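 active means spot fluorescence over background significantly raised, with a chance value under 7% in all four replicate spots of the compound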;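 further: probe protein is his-tagged human p50 processed subunit at 1 µg/ml; raw spot fluorescence signals with no normalization applied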
# Target sequence (P19838 1-433 limits assumed): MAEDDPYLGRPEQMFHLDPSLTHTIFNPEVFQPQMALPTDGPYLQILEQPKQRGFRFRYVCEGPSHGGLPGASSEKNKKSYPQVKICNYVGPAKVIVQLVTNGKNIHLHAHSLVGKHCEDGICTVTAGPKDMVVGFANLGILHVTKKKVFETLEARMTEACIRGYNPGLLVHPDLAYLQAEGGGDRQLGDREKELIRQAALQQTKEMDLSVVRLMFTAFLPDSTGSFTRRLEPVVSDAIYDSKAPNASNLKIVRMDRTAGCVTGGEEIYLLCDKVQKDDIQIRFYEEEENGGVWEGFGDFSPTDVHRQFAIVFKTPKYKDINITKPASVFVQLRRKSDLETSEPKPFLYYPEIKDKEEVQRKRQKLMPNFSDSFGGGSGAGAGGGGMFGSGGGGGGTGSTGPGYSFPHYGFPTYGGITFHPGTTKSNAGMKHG
# Calls only; i = inactive.
Compound	NFkB SMM
C[C@H](CO)N1C[C@H](C)[C@@H](CN(C)C(=O)NC2CCCCC2)Oc2c(NC(=O)c3nc4ccccc4s3)cccc2C1=O	i
C[C@@H]1CCCCO[C@H](CN(C)C(=O)Nc2ccc3c(c2)OCO3)[C@H](C)CN([C@@H](C)CO)C(=O)c2cc(NC(=O)Nc3cccc4ccccc34)ccc2O1	i
C[C@@H]1CCCCO[C@@H](CN(C)C(=O)c2ccccc2)[C@H](C)CN([C@@H](C)CO)C(=O)c2cc(NS(=O)(=O)c3ccccc3)ccc2O1	i
C[C@H](CO)N1C[C@H](C)[C@@H](CN(C)S(=O)(=O)c2cn(C)cn2)Oc2ccc(N(C)C)cc2CC1=O	i
C[C@H]1CN([C@@H](C)CO)C(=O)c2cccc(NC(=O)Nc3cccc4ccccc34)c2O[C@H]1CN(C)S(=O)(=O)c1cn(C)cn1	i
Cc1ccc2nsnc2c1NC(=O)COc1ccc(Br)cc1	i
CCOC(=O)c1cnc2nc(NCc3ccc(OC)c(OC)c3)[nH]n2c1=O	i
CNC[C@H]1Oc2ccc(NC(=O)Nc3c(C)noc3C)cc2C(=O)N([C@H](C)CO)C[C@@H]1C	i
C[C@H]1CN([C@@H](C)CO)C(=O)CCCn2cc(nn2)CO[C@H]1CN(C)C(=O)c1ccc(N2CCN(C)CC2)cc1	i
C[C@@H]1CCCCO[C@H](CN(C)C(=O)Cc2ccccc2)[C@H](C)CN([C@H](C)CO)C(=O)c2cc(NS(C)(=O)=O)ccc2O1	i

# Sorted by count of non-hydrogen atoms (lowest first): some entries from above.
Compound	NFkB SMM
Cc1ccc2nsnc2c1NC(=O)COc1ccc(Br)cc1	i
CNC[C@H]1Oc2ccc(NC(=O)Nc3c(C)noc3C)cc2C(=O)N([C@H](C)CO)C[C@@H]1C	i
C[C@H](CO)N1C[C@H](C)[C@@H](CN(C)S(=O)(=O)c2cn(C)cn2)Oc2ccc(N(C)C)cc2CC1=O	i
C[C@H](CO)N1C[C@H](C)[C@@H](CN(C)C(=O)NC2CCCCC2)Oc2c(NC(=O)c3nc4ccccc4s3)cccc2C1=O	i

# Next entries:
Compound	NFkB SMM
O=C(NCc1cccnc1)c1cc(-c2cccc(Cl)c2)nc2ccccc12	i
Cc1noc(C)c1S(=O)(=O)Nc1cccc2c1O[C@@H](CN(C)Cc1ccc3c(c1)OCO3)[C@@H](C)CN([C@H](C)CO)C2=O	i
COc1ccc(S(=O)(=O)N(C)C[C@H]2Oc3c(NC(=O)c4ccc(-c5nccs5)cc4)cccc3C(=O)N([C@@H](C)CO)C[C@@H]2C)cc1	i
CC(C)NC(=O)N(C)C[C@H]1OCCCC[C@@H](C)Oc2ccc(NC(=O)Nc3ccc(C(F)(F)F)cc3)cc2C(=O)N([C@H](C)CO)C[C@@H]1C	i
C[C@@H]1CN([C@@H](C)CO)C(=O)Cc2cc(NC(=O)Cc3ccccc3)ccc2O[C@@H]1CN(C)S(=O)(=O)c1cn(C)cn1	i
C[C@@H]1CN([C@@H](C)CO)C(=O)Cc2cc(NS(=O)(=O)c3cccs3)ccc2O[C@@H]1CN(C)Cc1ccccc1	i
COc1cc2c(cc1O)C(=O)CC1C(C)(C)C(=O)CCC21C (configuration not stated)	i
O=C(O)CCc1ccc(-c2cccs2)n1Cc1ccco1	i
C[C@H](CO)N1C[C@H](C)[C@@H](CN(C)C)Oc2ccc(NC(=O)CCCN(C)C)cc2CC1=O	i
C[C@@H]1CN([C@H](C)CO)C(=O)CCCn2cc(nn2)CO[C@H]1CN(C)Cc1ccc2c(c1)OCCN2C	i

# Next part
Compound	NFkB SMM
Cc1ccc(Cn2ncc3c(N4CCN(CCOc5ccc(C)cc5)CC4)ncnc32)cc1	i
Cc1noc(C)c1NC(=O)Nc1ccc2c(c1)CC(=O)N([C@@H](C)CO)C[C@@H](C)[C@@H](CN(C)C(=O)NC1CCCCC1)O2	i
C[C@H]1CN([C@@H](C)CO)C(=O)Cc2cc(NS(C)(=O)=O)ccc2O[C@H]1CN(C)S(=O)(=O)c1cn(C)cn1	i
Cc1noc(C)c1NC(=O)N(C)C[C@H]1OCCCC[C@@H](C)Oc2ccc(NS(=O)(=O)c3cn(C)cn3)cc2C(=O)N([C@@H](C)CO)C[C@H]1C	i
C[C@@H]1CN([C@H](C)CO)C(=O)Cc2cc(NC(=O)NC3CCCCC3)ccc2O[C@H]1CN(C)C(=O)Nc1cccc2ccccc12	i
COc1cc(OC)c(C(=O)NCCCN(C)C)cc1OC	i
COc1cc(O[C@@H]2O[C@H](COC3OCC(O)C(O)C3O)[C@@H](O)[C@H](O)[C@H]2O)cc(OC)c1OC (some centres not stated)	i
Cc1ccc(C(O)(CO)CO)c(O)c1	i
CNC[C@@H]1Oc2c(NC(=O)C3CCOCC3)cccc2C(=O)N([C@@H](C)CO)C[C@H]1C	i
C[C@H]1CN([C@@H](C)CO)C(=O)c2cc(NS(C)(=O)=O)ccc2O[C@@H]1CN(C)C(=O)Nc1ccc(F)cc1	i

# Further entries
Compound	NFkB SMM
COCCOC(=O)N1C(=O)[C@@]2(c3ccccc31)[C@H](c1ccccc1OCCO)N1[C@H](c3ccccc3)[C@H](c3ccccc3)OC(=O)[C@H]1[C@@H]2C(=O)N1CCN(c2ncccn2)CC1	i
CC(C)NC(=O)N(C)C[C@@H]1Oc2c(NC(=O)C3CCOCC3)cccc2C(=O)N([C@H](C)CO)C[C@H]1C	i
C[C@@H]1CCCCO[C@H](CN(C)C(=O)Nc2ccc3c(c2)OCO3)[C@H](C)CN([C@@H](C)CO)C(=O)c2cc(N(C)C)ccc2O1	i
C[C@H](CO)N1C[C@H](C)[C@@H](CN(C)C)Oc2ccc(NC(=O)Nc3ccc4c(c3)OCO4)cc2C1=O	i
O=C(c1ccc(F)cc1)C1CCN(CCCCc2ccccc2)CC1	i
Cc1cc(NC(=O)CCCN2C(=O)c3cccc4cccc(c34)C2=O)n(-c2ccccc2)n1	i
CCOC(=O)CSc1nc2c(c(=O)n1-c1ccccc1OC)C1(CCCC1)Cc1ccccc1-2	i
CCn1c2ccccc2c2cc(NC(=O)CN3C(=O)c4ccccc4C3=O)ccc21	i
C[C@@H]1CN([C@@H](C)CO)C(=O)c2cc(NC(=O)Cn3cnnn3)ccc2O[C@@H]1CN(C)C(=O)NC1CCCCC1	i
Cc1nc2cc(NC(=O)NCc3ccco3)ccc2o1	i

# Next part
Compound	NFkB SMM
COc1ccc([Si](C)(C)[C@@H]2[C@@H](CCO)O[C@]3(C(=O)N(Cc4ccccc4)c4ccc(N5CCCCC5=O)cc43)[C@H]2C)cc1	i
Cc1ccc(C(=O)Nc2ccccc2C(=O)N2CCCC2)cc1S(=O)(=O)N1CCOCC1	i
CN1CCN(c2ccccc2NC(=O)COc2ccccc2)CC1	i
C[C@H](CO)N1C[C@H](C)[C@H](CN(C)C(=O)Nc2cccc3ccccc23)Oc2ccc(NC(=O)Nc3ccc4c(c3)OCO4)cc2CC1=O	i
Cc1noc(C)c1NC(=O)Nc1ccc2c(c1)CC(=O)N([C@H](C)CO)C[C@@H](C)[C@@H](CN(C)C(=O)Nc1cccc3ccccc13)O2	i
Cc1ccc(C2c3c(oc4ccccc4c3=O)C(=O)N2c2nnc(C)s2)o1 (configuration not stated)	i
O=C(/C=C/c1ccccc1)OC[C@]12O[C@H]1[C@@H](O)[C@@H]1C=CO[C@@H](O[C@@H]3O[C@H](CO)[C@@H](O)[C@H](O)[C@H]3O)[C@@H]12	i
COc1ccc(S(=O)(=O)N(C)C[C@H]2Oc3ccc(NC(=O)Cc4ccccc4)cc3CC(=O)N([C@@H](C)CO)C[C@H]2C)cc1	i
COc1cc(-c2nc3ccccc3s2)cc(Br)c1OCC(=O)O	i
O=C(C1=C[C@H](c2ccc3c(c2)OCO3)C[C@H](OCc2ccc(CO)cc2)O1)N1CCN(Cc2ccc3c(c2)OCO3)CC1	i

# Additional records follow:
Compound	NFkB SMM
CC(C)NC(=O)N(C)C[C@H]1Oc2ccc(NC(=O)CCC(F)(F)F)cc2CC(=O)N([C@@H](C)CO)C[C@H]1C	i
Cc1noc(C)c1S(=O)(=O)N(C)C[C@@H]1OCCCC[C@H](C)Oc2ccc(NS(=O)(=O)c3ccc(Cl)cc3)cc2C(=O)N([C@@H](C)CO)C[C@H]1C	i
C[C@@H]1CN([C@H](C)CO)C(=O)c2cc(NC(=O)Cn3cnnn3)ccc2O[C@@H]1CN(C)S(=O)(=O)c1cccs1	i
C[C@@H]1CN([C@@H](C)CO)C(=O)c2cc(NC(=O)C3CC3)ccc2O[C@@H]1CN(C)Cc1ccc(C(=O)O)cc1	i
CS(=O)(=O)N(CC(=O)Nc1cc(Cl)cc(Cl)c1)c1ccc(Cl)cc1	i
C[C@H](CO)N1C[C@H](C)[C@H](CN(C)C(=O)NC2CCCCC2)Oc2ccc(NS(C)(=O)=O)cc2C1=O	i
C[C@H](CO)N1C[C@H](C)[C@@H](CN(C)C(=O)Nc2ccc(F)cc2)Oc2c(NC(=O)c3cnccn3)cccc2C1=O	i
O=C(O)C1CCCN1C(=O)c1cncc(Br)c1 (configuration not stated)	i
CC(C)NC(=O)N(C)C[C@@H]1OCCCC[C@@H](C)Oc2ccc(N(C)C)cc2C(=O)N([C@@H](C)CO)C[C@H]1C	i
C[C@H]1CN([C@@H](C)CO)C(=O)CCCn2cc(nn2)CO[C@H]1CN(C)S(=O)(=O)c1cccs1	i

# 4 records picked at random from those above:
Compound	NFkB SMM
CC(C)NC(=O)N(C)C[C@H]1Oc2ccc(NC(=O)CCC(F)(F)F)cc2CC(=O)N([C@@H](C)CO)C[C@H]1C	i
C[C@H](CO)N1C[C@H](C)[C@@H](CN(C)C(=O)Nc2ccc(F)cc2)Oc2c(NC(=O)c3cnccn3)cccc2C1=O	i
C[C@H](CO)N1C[C@H](C)[C@H](CN(C)C(=O)NC2CCCCC2)Oc2ccc(NS(C)(=O)=O)cc2C1=O	i
C[C@@H]1CN([C@H](C)CO)C(=O)c2cc(NC(=O)Cn3cnnn3)ccc2O[C@@H]1CN(C)S(=O)(=O)c1cccs1	i

# The listing continues.
Compound	NFkB SMM
O=C(Nc1ccccc1)C1=C[C@H](c2ccc3c(c2)OCO3)C[C@H](OCCCCO)O1	i
c1cc2c(cc1C1CCCCC1)c1c3n2CCNC3CCC1 (configuration not stated)	i
C[C@@H]1CN([C@H](C)CO)C(=O)c2cccc(NS(=O)(=O)c3cn(C)cn3)c2O[C@@H]1CN(C)CC1CC1	i
COC(=O)c1c(NC(=O)CC2Nc3cccc4cccc(c34)NC2=O)sc(C)c1C (configuration not stated)	i
O=C1C[C@@](C(=O)NCC(F)(F)F)(c2ccc([N+](=O)[O-])cc2)[C@@H](c2ccc(CO)cc2I)N1C1CCCCC1	i
Cc1noc(C)c1NC(=O)N(C)C[C@H]1Oc2c(NC(=O)c3nc4ccccc4s3)cccc2C(=O)N([C@@H](C)CO)C[C@@H]1C	i
CC(C)NC(=O)Nc1ccc2c(c1)C(=O)N([C@H](C)CO)C[C@@H](C)[C@@H](CN(C)S(=O)(=O)c1ccc(F)cc1)OCCCC[C@H](C)O2	i
OCCN(Cc1ccccc1)c1ncnc2c1sc1nc(N3CCOCC3)c3c(c12)CCCC3	i
C[C@H](NC(=O)/C(C#N)=C/c1ccc(O)c(O)c1)c1ccccc1	i
C[C@H]1CN([C@@H](C)CO)C(=O)c2cccc(NC(=O)Nc3ccccc3)c2O[C@@H]1CN(C)C(=O)Nc1ccc(C(F)(F)F)cc1	i

# Going on with the list:
Compound	NFkB SMM
CC(C)NC(=O)Nc1ccc2c(c1)C(=O)N([C@@H](C)CO)C[C@H](C)[C@@H](CN(C)S(=O)(=O)c1cn(C)cn1)OCCCC[C@H](C)O2	i
C=CCOC(=O)C1=C[C@@H](c2ccccc2)[C@H](CCCO)[C@@H](OCC)O1	i
C[C@@H]1CCCCO[C@@H](CN(C)C)[C@H](C)CN([C@@H](C)CO)C(=O)c2cc(NC(=O)Nc3cccc4ccccc34)ccc2O1	i
CC(C)NC(=O)N(C)C[C@@H]1OCCCC[C@H](C)Oc2ccc(NC(=O)CCC(F)(F)F)cc2C(=O)N([C@@H](C)CO)C[C@@H]1C	i
COc1ccc(S(=O)(=O)N(C)C[C@H]2Oc3ccc(NC(=O)NC(C)C)cc3C(=O)N([C@H](C)CO)C[C@@H]2C)cc1	i
COc1ccc(CN(C)C[C@@H]2Oc3c(NS(=O)(=O)c4cn(C)cn4)cccc3C(=O)N([C@H](C)CO)C[C@@H]2C)cc1	i
C[C@H](CO)N1C[C@H](C)[C@@H](CN(C)C(=O)Nc2ccc(F)cc2)Oc2ccc(N(C)C)cc2C1=O	i
C[C@H]1CN([C@@H](C)CO)C(=O)Cc2cc(NC(=O)c3ccncc3)ccc2O[C@H]1CN(C)Cc1ccccc1	i
CNC[C@H]1OCCCC[C@@H](C)Oc2ccc(NC(=O)C3CCCCC3)cc2C(=O)N([C@@H](C)CO)C[C@@H]1C	i
CCO[C@@H]1OC(C(=O)NCc2ccccc2)=C[C@H](c2ccc(Br)cc2)[C@H]1CCCO	i

# (cont.)
Compound	NFkB SMM
C[C@H]1CN([C@@H](C)CO)C(=O)CCCn2cc(nn2)CO[C@@H]1CN(C)C(=O)Nc1ccc(N2CCCCC2)cc1	i
CNC[C@H]1Oc2ccc(NC(=O)Nc3ccc(OC)cc3)cc2C(=O)N([C@@H](C)CO)C[C@H]1C	i
O=C(Oc1ccccc1)c1cccc(COC(=O)c2cnccn2)c1	i
O=C(COc1ccccc1[N+](=O)[O-])Nc1ccccc1N1CCOCC1	i
O=C(Cn1c(NCCCO)nc2ccccc21)c1ccc(Cl)c(Cl)c1	i
CC(=O)CSc1nnc(-c2cccnc2)o1	i
CNC[C@H]1OCCCC[C@@H](C)Oc2ccc(NC(=O)Nc3ccccc3)cc2C(=O)N([C@@H](C)CO)C[C@@H]1C	i
Cc1cc(C)c(S(=O)(=O)NC(CC(=O)O)c2ccccc2)cc1C (configuration not stated)	i
COc1cc(C)c(C)cc1S(=O)(=O)N1CCCCC1c1cccnc1 (configuration not stated)	i
COC(=O)c1cc(NC(=O)CSC2=NCCS2)cc(C(=O)OC)c1	i

# Not all compounds are listed; the hit share may differ from the screen's.
